IMPase Li inh – qHTS Assay for Identifying the Cell-Membrane Permeable IMPase Inhibitors: Potentiation with Lithium | CHO-M1 cells, IP1 TR-FRET (IP-One), carbachol + lithium | Potency, µM (series often up to 59.4 µM), without a hit: at the top dose activity, negative = IMPase inhibition, actives largely listed as inhibitors | actives 0.35% (n = 210,000);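 note: IP1 builds up when IMPase is blocked and the TR-FRET signal falls; plate controls were basal vehicle for no effect and high inhibitor control for full effect; nearly all actives have a fitted effect of over 50% in size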
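CHO cells stably expressing M1 receptor (2000/well, cultured 16–30 h) treated 30 min at 37C with compound plus low lithium. Cytosolic IP1 by TR-FRET (665/620 ratio and 620 channel) after 10 min lysis; AC50 by Hill fit.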
HTT cytoprotect – qHTS Multiplex Assay to Identify Dual Action Probes in a Cell Model of Huntington: Cytoprotection (ATP) | PC12 HTT-Q103 induced, cytoprotection, ATP luminescence, 40 h | Potency, µM (doses to about 56.4 µM), inactives show cytoprotection (ATP increase), hits mostly activators | actives 0.14% (n = 230,000) | AID 1471, 2008;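 note: % of control where 0% means no effect; nearly all actives have a fitted effect of over 45% in size; toxic huntingtin expression switched on by the ecdysone agonist tebufenozide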
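Cells were plated at 1500 per well in phenol red-free DMEM with 5% equine and 5% calf serum. Tebufenozide (100 nM final) and compounds were added, then ATPlite reagent, and luminescence was read.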
HTT aggregate – qHTS Multiplex Assay to Identify Dual Action Probes in a Cell Model of Huntington: Aggregate Formation (GFP) | PC12 HttQ103-GFP aggregates, Acumen cytometry, 40 h | actives 1.1% (n = 220,000) | Potency, µM (titrated, usually from 46.1 µM), for the others: top-dose activity change, negative = inhibition, hits mostly inhibitors; note: % is set by controls: 0 for no effect and ±100 for the full control effect; nearly all actives have a fitted effect of over 60% in size
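Aggregates are detected as GFP objects 1–25 µm with signal 6 STDEV over background in lysates of induced PC12 cells. These carry Huntingtin exon 1 with 103 glutamines fused to GFP under an ecdysone promoter; compounds titrated.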
aGlu spleen mod – qHTS Assay for Inhibitors and Activators of Human alpha-Glucosidase From Spleen Homogenate; Potency, µM (series often up to 79.9 µM), for the others: at the highest dose activity change, negative = inhibition, usual class: inhibitors; Lysosomal alpha-glucosidase (Homo sapiens), P10253; AID 2112, 2009; actives 0.006% (n = 240,000); human spleen homogenate, 4-MU-alpha-glucoside fluorescence;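 note: 0% = enzyme with vehicle and -100% = no enzyme basal signal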
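Human spleen homogenate (1 ug) incubated with compounds and 1 mM 4-methylumbelliferyl-alpha-D-glucopyranoside in pH 5.0 citrate/phosphate buffer, 37 C, 40 min. Stopped at pH 10; 4-MU fluorescence (Ex 365/Em 440 nm); AC50 by Hill fit.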
GAA inh – qHTS Assay for Inhibitors of Human alpha-Glucosidase as a Potential Chaperone Treatment of Pompe Disease; purified human GAA, 4-MU-alpha-glucoside fluorescence; AID 1466, 2008; actives 0.005% (n = 200,000); Lysosomal alpha-glucosidase (Homo sapiens), P10253; Potency, µM (titrated, usually from 76.9 µM), for inactives: at the top dose activity change, negative = inhibition, hits mostly inhibitors;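 note: plate controls were uninhibited enzyme wells for no effect and no-enzyme background for full effect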
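Fluorescence at Ex 365/Em 440 nm from 4-methylumbelliferone reported enzyme activity after 20 min at room temperature. Reactions used 4 nM enzyme and 400 uM substrate at pH 5.0; curves fitted with the Hill equation.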
GAA glycogen – qHTS Assay for Inhibitors and Activators of Human alpha-Glucosidase Cleavage of Glycogen | Lysosomal alpha-glucosidase (Homo sapiens), P10253 | recombinant GAA, glycogen substrate, Amplex Red glucose oxidase fluorescence | Potency, µM (titrated, usually from 76.4 µM), without a hit: at the top dose activity change, negative = inhibition, actives largely listed as inhibitors | actives 0.38% (n = 300,000);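 note: 0% = full enzyme reaction and -100% = no-enzyme basal signal; the screen sought inhibitors and activators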
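qHTS, 1536-well; enzyme 4 nM final; cpd up to 77 uM; substrate bovine liver glycogen 30 ug; 50 mM citrate/phosphate pH 5.0, 0.01% Tween-20; 37 C, 40 min; Amplex Red detection 45 min RT; Hill fit → AC50.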
RGS12 GoLoco inh – qHTS Assay for Inhibitors of RGS12 GoLoco Motif Activity (Red Fluorophore); Gai1:RGS12 GoLoco peptide FP, rhodamine, 10 min; Potency, µM (series often up to 61.6 µM), for inactives: at the top dose activity, negative = inhibition, actives largely listed as inhibitors; actives 0.44% (n = 230,000); Guanine nucleotide-binding protein G(i) subunit alpha-1 (Homo sapiens), P63096; active = well fitted inhibition curve with a large enough effect, not every such curve was filed as active; inactive = no such curve, though single readings can be large or run the other way; note: % is set by controls: 0 for no effect and ±100 for the full control effect; nearly all actives have a fitted effect of over 30% in size; many of its hits are not listed in these tables
Target sequence (P63096 whole entry, looked up): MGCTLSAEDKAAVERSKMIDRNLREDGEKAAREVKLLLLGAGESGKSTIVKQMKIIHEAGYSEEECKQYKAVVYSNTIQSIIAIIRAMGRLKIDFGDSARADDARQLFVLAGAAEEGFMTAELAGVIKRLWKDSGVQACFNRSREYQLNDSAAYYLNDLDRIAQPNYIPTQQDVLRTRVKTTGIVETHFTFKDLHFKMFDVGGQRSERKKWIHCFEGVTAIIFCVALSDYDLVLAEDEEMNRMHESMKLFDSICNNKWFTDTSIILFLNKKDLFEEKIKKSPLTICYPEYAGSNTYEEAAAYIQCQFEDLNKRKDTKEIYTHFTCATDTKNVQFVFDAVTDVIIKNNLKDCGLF
* hit, by the source's call; ? = inconclusive; / = not tested or not shown; [ ] = another dose, or the depositor's remark. Unless noted, calls come from the whole dose curve; as a rule, active = well fitted curve in the direction sought with a large enough effect; inconclusive = small, poorly fitted or top-dose-only effect, or another doubt; inactive = no such curve, though single readings can be large; an effect the other way counts as inactive or inconclusive. Potency is the fitted concentration of half-maximal effect. This is a subset; rates above refer to the full screens.

entry	Molecule	IMPase Li inh	HTT cytoprotect	HTT aggregate	aGlu spleen mod
1	Cc1ccc(-c2nn(C(C)(C)C)c3ncnc(NS(=O)(=O)c4ccc([N+](=O)[O-])cc4)c23)cc1	6%	-30%[inhibitor]	?	-2%
2	CCOC(=O)COc1ccc(S(=O)(=O)Nc2ccc3c(c2)OCO3)cc1	26%	16%[10 µM]	-21%	7%
3	CCOCCCn1c(=S)[nH]c2cc(C(=O)N3CCOCC3)ccc2c1=O	14%[38.3 µM]	8%	8%	-6%
4	COc1ccc(CCNCC(O)Cn2ccc3ccccc32)cc1OC (stereo not drawn)	/	26%[10 µM]	17%[9.22 µM]	12%
5	Cc1c(Br)c(=O)[nH]c(=O)n1COCc1ccccc1	5%[38.3 µM]	-4%	4%	0%
6	Cc1ccccc1Oc1ccc(-c2nc(N)nc(N)n2)cc1	6%[38.3 µM]	-7%	12%	-3%
7	O=C(O)/C=C\c1cc2c(cc1[N+](=O)[O-])OCO2	/	12%[10 µM]	18%[9.22 µM]	0%
8	Cc1ccc(C2OC(=O)c3ccccc32)cc1 (stereo not drawn)	12%	16%[0.074 µM]	-7%	2%

entry	GAA inh	GAA glycogen	RGS12 GoLoco inh
1	-12%	0%	95%[activator]
2	5%	-6%	15%
3	-16%	5%	-5%
4	-1%	4%	9%
5	1%	7%	-3%
6	2%	-7%	-8%
7	-15%	-7%	4%
8	3%	-1%	6%

Remaining list, next part.
entry	Molecule	IMPase Li inh	HTT cytoprotect	HTT aggregate	aGlu spleen mod
9	Cc1nn(C)cc1/C=N/NC(=O)Cn1nnc(N)n1	/	14%[10 µM]	-15%[9.22 µM]	-1%
10	COc1ccccc1C1(O)CC2CCC(C1)N2S(=O)(=O)c1ccc(C(C)=O)cc1 (stereo not drawn)	9%[38.3 µM]	-23%[10 µM]	12%	-1%
11	C=CCNC(=O)CC(=O)N/N=C/c1cccc(Br)c1	1%[38.3 µM]	-4%	-8%	-26%
12	O=C(/C=C/c1cccc([N+](=O)[O-])c1)NC(=S)Nc1ccc(CN2CCOCC2)cc1	8%	-4%[10 µM]	31%	0%
13	CCOC(=O)C1(Cc2ccc(OC)cc2)CCN(C(=O)C2CC(=O)N(C3CC3)C2)CC1 (stereo not drawn)	/	-8%[10 µM]	-4%[9.22 µM]	-1%
14	COc1cccc(Nc2ncc3nc(-c4cccs4)c(=O)n(CCC#N)c3n2)c1	-14%	10%	/	2%
15	FC(F)(F)c1ccccc1NC(=S)N/N=C1\CC2CC=CC12 (stereo not drawn)	1%	7%[10 µM]	?	1%
16	CC(C)N(Cc1ccccc1)C(=O)c1cnc2n(c1=O)CCS2	26%[38.3 µM]	12%[10 µM]	-1%	-2%

entry	GAA inh	GAA glycogen	RGS12 GoLoco inh
9	/	2%	-4%
10	4%	-7%	7%
11	15%	0%	-4%
12	?	-4%	2%
13	/	-4%	2%
14	/	/	14%
15	2%	-8%	-6%
16	-5%	1%	-11%

More structures.
entry	Molecule	IMPase Li inh	HTT cytoprotect	HTT aggregate	aGlu spleen mod
17	CCN(Cc1ccccc1)C(=O)CC1Oc2ccccc2NC1=O (stereo not drawn)	-5%[38.3 µM]	6%	-1%	-22%
18	CC(=O)c1c(C(C)=O)c(C)n(NC(=O)c2cccnc2)c1C	-15%[38.3 µM]	-15%[0.074 µM]	1%	0%
19	COc1cc(CC(=O)Nc2ccc(N3CCOCC3)cc2)cc(OC)c1OC	6%	/	-12%	6%
20	CCOC(=O)Cc1csc(NC(=O)CSc2nnnn2-c2ccc(C)cc2C)n1	7%	-16%[1.9 µM]	-18%	-4%
21	COc1ccc(NC(=O)CSc2nnc(-c3cccnc3)n2C)cc1	/	4%[10 µM]	19%[9.22 µM]	-1%
22	COc1ccc(CCN=C(NS(=O)(=O)c2ccccc2)c2ccccc2)cc1OC	6%	10%[10 µM]	-4%[9.22 µM]	-3%
23	CCCC1CC(CSc2ncn[nH]2)OC1=O (stereo not drawn)	-8%	/	-2%	-6%
24	CCOc1ccc2[nH]c(=O)c(CN(CCO)C(=O)c3ccc(OC)c(OC)c3)cc2c1	21%[38.3 µM]	-4%	-4%	1%

entry	GAA inh	GAA glycogen	RGS12 GoLoco inh
17	-2%	-11%	0%
18	5%	1%	2%
19	-2%	-5%	-20%
20	3%	5%	7%
21	/	-2%	-5%
22	4%	?	-5%
23	-2%	2%	-2%
24	0%	1%	-13%

An excerpt from above in order of the aGlu spleen mod value, lowest first.
| no. | Molecule | aGlu spleen mod |
| --- | --- | --- |
| 17 | CCN(Cc1ccccc1)C(=O)CC1Oc2ccccc2NC1=O (stereo not drawn) | -22% |
| 1 | Cc1ccc(-c2nn(C(C)(C)C)c3ncnc(NS(=O)(=O)c4ccc([N+](=O)[O-])cc4)c23)cc1 | -2% |
| 18 | CC(=O)c1c(C(C)=O)c(C)n(NC(=O)c2cccnc2)c1C | 0% |
| 24 | CCOc1ccc2[nH]c(=O)c(CN(CCO)C(=O)c3ccc(OC)c(OC)c3)cc2c1 | 1% |
| 4 | COc1ccc(CCNCC(O)Cn2ccc3ccccc32)cc1OC (stereo not drawn) | 12% |

Continuation.
entry	Molecule	IMPase Li inh	HTT cytoprotect	HTT aggregate	aGlu spleen mod
25	CN(Cc1ccccc1)C(=S)Nc1ccc(OC(F)F)cc1	-2%	-13%[10 µM]	13%	4%
26	COc1cccc(N2CCN(C(=O)c3c(C)nn(-c4ccccc4)c3C)CC2)c1	1%	-19%	-8%	-1%
27	C=CCn1c(-c2cccs2)nc2nc3ccccc3nc21	-1%[38.3 µM]	-81%[inhibitor][0.074 µM]	1%	?
28	Cc1cccc(NC(=O)CN2C(=O)N/C(=C/c3cc(C)n(-c4ccncc4)c3C)C2=O)c1	-7%	/	23%	2%
29	O=C(c1ccc2c(c1)OCCO2)N1CCCC(CNS(=O)(=O)c2cccs2)C1 (stereo not drawn)	-2%	2%[10 µM]	28%[9.22 µM]	-4%
30	C#CCNC(=O)C1=C[C@H](C2CCCCC2)C[C@H](OCCCCO)O1	-3%	2%[10 µM]	-1%[9.22 µM]	-3%
31	O=C(O)c1cccc(NC(=O)c2cccc(S(=O)(=O)N3CCc4ccccc4C3)c2)c1	1%	-64%[inhibitor]	-3%	3%
32	c1ccc(COC2CCCN(Cc3nc(-c4cccs4)no3)C2)nc1 (stereo not drawn)	8%	16%[10 µM]	8%[9.22 µM]	0%

entry	GAA inh	GAA glycogen	RGS12 GoLoco inh
25	-10%	-12%	10%
26	-1%	-12%	-3%
27	?	-8%	7%
28	-9%	-1%	7%
29	7%	-2%	2%
30	/	4%	-1%
31	2%	-15%	1%
32	/	-8%	7%

(cont.)
entry	Molecule	IMPase Li inh	HTT cytoprotect	HTT aggregate	aGlu spleen mod
33	c1ccc(Cn2nnnc2CN2CCN(c3ncccn3)CC2)cc1	8%[38.3 µM]	-9%[10 µM]	-3%	-3%
34	O=C(O)CSC1CC(=O)N(c2ccc(Cl)c(Cl)c2)C1=O (stereo not drawn)	-15%[38.3 µM]	8%[10 µM]	-3%	1%
35	Cc1cc(NNC(=O)Nc2cccc(Cl)c2)nc2c1c(C)nn2C	/	-19%[10 µM]	-35%[9.22 µM]	5%
36	N#C/C(=C\N1CCOCC1)c1ccccc1	17%[38.3 µM]	7%	6%	1%
37	Cc1ccc(S(=O)(=O)N[C@H](C(=O)O)C(C)C)cc1	9%	-15%[10 µM]	/	/
38	CCCn1c(=O)c(C(=O)N/N=C/c2ccccc2F)c(O)c2ccccc21	6%	18%[10 µM]	4%[9.22 µM]	1%
39	COC(=O)c1ccccc1NC(=O)NCC1CCCO1 (stereo not drawn)	4%[38.3 µM]	-5%[10 µM]	-17%	-3%
40	COc1ccc(-c2nc(-c3ccc(Br)o3)no2)cc1	3%[38.3 µM]	-76%[inhibitor]	-6%	2%

entry	GAA inh	GAA glycogen	RGS12 GoLoco inh
33	3%	2%	-3%
34	-5%	2%	23%
35	/	?	-2%
36	3%	-16%	-4%
37	/	/	3%[14.2 µM]
38	12%	22%	1%
39	-4%	-2%	-2%
40	-5%	4%	-2%

The list goes on.
entry	Molecule	IMPase Li inh	HTT cytoprotect	HTT aggregate	aGlu spleen mod
41	CCOC(=O)c1cnc2c(C#N)c(C)nn2c1C	6%[38.3 µM]	7%	-11%	7%
42	O=C(c1ccc(Cl)cc1)N1C2C=CC(C2)C1(C(F)(F)F)C(F)(F)F (stereo not drawn)	18%	/	-18%	-4%
43	Cc1ccc(C2CC(C(F)(F)F)n3nc(C(=O)NCc4ccco4)cc3N2)cc1 (stereo not drawn)	25%[38.3 µM]	-11%	-20%	6%
44	O=C(Nc1ccc(Cl)cc1Cl)NC1CCN(S(=O)(=O)c2ccc(F)cc2)CC1	/	15%[10 µM]	1%[9.22 µM]	-1%
45	CCn1cc(Cl)c(C(=O)Nc2cc(C(=O)OC)cc(C(=O)OC)c2)n1	3%	-44%	?	-6%
46	Nc1nnc(CSCc2ccccc2Cl)s1	/	30%[10 µM]	25%[9.22 µM]	2%
47	COc1cccc(-c2cc(C(=O)Nc3c(C)n(C)n(-c4ccccc4)c3=O)no2)c1	32%[activator][38.3 µM]	11%	11%	-6%
48	Cc1cccc(NC(=O)C2CC(=O)n3ncnc3N2)c1 (stereo not drawn)	/	0%[10 µM]	10%[9.22 µM]	2%

entry	GAA inh	GAA glycogen	RGS12 GoLoco inh
41	3%	7%	11%
42	-1%	-11%	10%
43	12%	-9%	10%
44	/	-7%	11%
45	4%	2%	1%
46	5%[15.4 µM]	-4%	0%
47	-9%	-4%	-3%
48	/	3%	-3%

2 records picked at random from those above, as already listed:
entry	Molecule	IMPase Li inh	HTT cytoprotect	HTT aggregate	aGlu spleen mod
43	Cc1ccc(C2CC(C(F)(F)F)n3nc(C(=O)NCc4ccco4)cc3N2)cc1 (stereo not drawn)	25%[38.3 µM]	-11%	-20%	6%
41	CCOC(=O)c1cnc2c(C#N)c(C)nn2c1C	6%[38.3 µM]	7%	-11%	7%

entry	GAA inh	GAA glycogen	RGS12 GoLoco inh
43	12%	-9%	10%
41	3%	7%	11%

Bioassay records: PubChem BioAssay, National Center for Advancing Translational Sciences (NCATS)
